Screens as filed in PubChem.
RGS4 inh: blocks human RGS4-accelerated GTP hydrolysis | 390,000 compounds, 0.039% hits | Potency, µM (highest dose often 114 µM), without a hit: at the top dose activity change, negative = inhibition, most hits filed as inhibitors | P49798 | Transcreener GDP fluorescence polarization, RGS4-accelerated GTP hydrolysis; further: on the % scale 0 is the no-effect control and ±100 the full control effect; nearly all actives have a fitted effect of over 75% in size; some results filed as inactive show a strong effect at the top dose
Target sequence (P49798 whole entry, looked up): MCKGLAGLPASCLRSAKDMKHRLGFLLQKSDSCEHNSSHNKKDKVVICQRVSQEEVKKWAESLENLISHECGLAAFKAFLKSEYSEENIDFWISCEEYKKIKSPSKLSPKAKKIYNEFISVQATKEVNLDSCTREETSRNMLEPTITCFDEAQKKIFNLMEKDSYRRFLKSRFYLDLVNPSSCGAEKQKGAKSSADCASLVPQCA
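MLSMR compounds (23 nl, pin-transferred) preincubated 10 min at room temperature with a 500nM (2x) first reagent, then RGS4 at 900nM (2x) plus Transcreener GDP mix added; fluorescence polarization (620/688 nm) read before and after 90 min at 30 °C.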
Glioma ERSR ind: inducers of ER stress response in human glioma cells; 420,000 compounds, 0.02% hits; U87-MG GRP78 promoter luciferase reporter, 16 h; AID 602332; Potency, µM, inactives show at the highest dose activation, most hits filed as activators; further: series mostly up to about 76 µM; % of control where 0% means no effect; nearly all actives have a fitted effect of over 35% in size
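ERSR induction read as luciferase luminescence (Bright-Glo, 10 min at room temperature) in stably transfected human U87-MG glioma cells exposed to compounds for 16 h, using GRP78 as sensor.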
ALOX12 inh: inhibitors of human 12S-lipoxygenase ALOX12; AID 1671190; purified 12hLO, xylenol orange hydroperoxide absorbance; 580,000 compounds, 1.1% hits; P18054; Potency, µM (titrated, usually from 108 µM), for the others: at the highest dose activity change, negative = inhibition, hits mostly inhibitors; further: on the % scale 0 is the no-effect control and ±100 the full control effect
Target sequence (P18054 whole entry, looked up): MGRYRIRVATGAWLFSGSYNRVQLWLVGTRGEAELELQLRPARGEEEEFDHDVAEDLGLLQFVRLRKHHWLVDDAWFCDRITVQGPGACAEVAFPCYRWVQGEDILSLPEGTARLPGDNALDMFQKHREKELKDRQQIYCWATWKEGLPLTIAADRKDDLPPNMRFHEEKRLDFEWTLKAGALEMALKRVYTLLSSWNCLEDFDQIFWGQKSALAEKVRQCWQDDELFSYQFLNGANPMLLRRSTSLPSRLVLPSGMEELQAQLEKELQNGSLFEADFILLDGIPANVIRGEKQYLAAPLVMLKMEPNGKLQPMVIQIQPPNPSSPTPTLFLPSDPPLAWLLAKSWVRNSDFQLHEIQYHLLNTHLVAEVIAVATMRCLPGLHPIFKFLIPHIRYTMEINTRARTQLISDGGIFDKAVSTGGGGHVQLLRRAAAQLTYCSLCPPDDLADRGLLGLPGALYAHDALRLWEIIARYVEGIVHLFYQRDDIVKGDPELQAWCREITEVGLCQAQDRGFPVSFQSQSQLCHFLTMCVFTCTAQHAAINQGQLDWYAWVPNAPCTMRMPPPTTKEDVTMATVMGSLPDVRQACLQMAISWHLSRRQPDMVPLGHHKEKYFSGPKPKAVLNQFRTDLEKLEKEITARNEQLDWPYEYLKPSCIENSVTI
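Purified human 12hLO (150 nM final) in 25 mM Hepes, 0.01% Triton X-100, pH 7.0 was preincubated 15 min at room temperature with compound. Then 40 uM arachidonic acid was added, 30 min. Hydroperoxide was read by Fe-XO absorbance ratio 573/405 nm.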
The depositor's hits bear a star; i = inactive; ? = inconclusive; · = no result given; & = joins results of further samples; [ ] = remark or other dose. The call rests on the fitted dose curve; in most records, active means well fitted curve in the direction sought with a large enough effect; inconclusive means small, poorly fitted or top-dose-only effect, or another doubt; inactive means no such curve, though single readings can be large; an effect the other way counts as inactive or inconclusive. Potency means the concentration at half of the fitted maximal effect. Only part of the results is shown; the hit share may differ from the screen's.

no. | compound | RGS4 inh | Glioma ERSR ind | ALOX12 inh
1 | CCCCC/C=C\C/C=C\CCCCCCCC(=O)NCC(=O)O | ? | -4% | 0%[12.5 µM]
2 | CCCCCCCCCCCCCCCC(=O)N[C@@H](COP(=O)(O)O)C(=O)O | ? | 1%&-1% | 9%[12.5 µM]
3 | O=c1cc(N2CCOCC2)oc2c(-c3ccccc3)cccc12 | ? | -8%&-3%&-4%&-5% | ?
4 | N[C@]1(C(=O)O)CCc2cc(P(=O)(O)O)ccc21 | 212%[activator][56.9 µM] | 5% | ?
5 | OC[C@H]1NC[C@H](O)[C@@H](O)[C@H]1O | i | -3% | 91%[activator]
6 | C=CC1(C)CC(=O)C2(O)C(C)(O1)C(OC(C)=O)C(O)C1C(C)(C)CCC(O)C12C (stereo unspecified) | -7%[56.9 µM] | 1%&-3% | 0%
7 | Cc1nccn1CC1CCC2C(C1=O)c1ccccc1N2C (stereo unspecified) | i | -4% | 3%
8 | O=c1ccn([C@@H]2O[C@H](COP(=O)(O)OP(=O)(O)OP(=O)(O)O)[C@@H](O)[C@H]2O)c(=O)[nH]1 | ? | 3% | ?
9 | CC=C1C2C=C(C)CC1(N)c1ccc(=O)[nH]c1C2 (stereo unspecified) | i | -5% | 9%
10 | CC1(C)Oc2ccc(C#N)cc2[C@@H](OC2=CC(=O)CC2)[C@@H]1O | ? | -1%&-3% | 13%[176 µM]
11 | CNC(=O)[C@H]1O[C@@H](n2cnc3c(NCc4ccc(N)cc4)ncnc32)[C@H](O)[C@@H]1O | ? | -1%&5% | -3%
12 | CSCC[C@H](C=O)NC(=O)[C@H](CC(C)C)NC(=O)[C@H](CC(C)C)NC(C)=O | ? | 1% | 0%
13 | CCN(c1ccccc1)c1cc(NC)[n+](C)c(C)n1 | · | -3% | 0%
14 | O=C1c2c(O)cc(O)cc2OC(c2ccc(O)c(O)c2)C1O (stereo unspecified) | ? | ? | -26%[57.4 µM]
15 | CCCn1c(=O)c2[nH]c(-c3ccccc3)nc2n(CCC)c1=O | 40%[activator][56.9 µM] | -4%&0% | -2%&0%
16 | CC(=O)ON(C(C)=O)S(=O)(=O)c1ccc(Cl)cc1 | · | 3% | ?
17 | CCCCCCCC(=O)OC[C@H](CO)OC(=O)CCCCCCC | ? | -1% | 4%[12.5 µM]
18 | CC(C)Oc1cccc(-n2c(CCc3c[nH]c4ccc(Br)cc34)nc3ccccc3c2=O)c1 | i | -4% | 208%[activator]
19 | CC(C)n1cnc2c(NCc3ccccc3)nc(NCCO)nc21 | i | -6%&-5% | 1%
20 | Nc1ccc(CCNc2ncnc3c2ncn3C2OC(CO)C(O)C2O)cc1 (stereo unspecified) | 4%[56.9 µM] | -6%&-1% | 2%
21 | OC[C@H]1O[C@@H](n2cnc3c(NC4CCCCC4)ncnc32)[C@H](O)[C@@H]1O | 2%[56.9 µM] | 6%&-2% | 7%
22 | CSc1cc2c(cc1C(F)(F)F)N(C(=O)Nc1cccnc1)CC2 | 376%[activator][56.9 µM] | 4%&-5% | 0%
23 | C=C1C[C@@]23CC[C@H]4[C@@](C)(CCC[C@@]4(C)C(=O)O)[C@@H]2CC[C@]1(O)C3 | 5%[56.9 µM] | 2% | 14%
24 | CCOC(=O)c1cnc2c(cnn2CC)c1NN=C(C)C | -8%[56.9 µM] | -6%&-2%&-7% | ?
25 | C[C@](O)(C(=O)Nc1ccc(S(=O)(=O)c2ccccc2)cc1)C(F)(F)F | ? | -4% | ?
26 | N[C@H](C(=O)O)[C@H](O)C(=O)O | 4%[56.9 µM] | -1%&-3%&-1% | ?
27 | c1ccc(N2CCN(CCCOc3ccc4c(c3)OCO4)CC2)cc1 | 171%[activator][56.9 µM] | -1%&8% | -10%&71%
28 | O=C1c2ccccc2CCC1CNCCc1ccc(O)cc1 (stereo unspecified) | ? | 3% | -2%
29 | C[C@]12CC[C@@H]3c4ccc(O)cc4C[C@@H](CCCCCCCCCS(=O)CCCC(F)(F)C(F)(F)F)[C@H]3[C@@H]1CC[C@@H]2O (stereo partly specified) | 22%[56.9 µM] | -2% | -18%[22.9 µM]
30 | CC(C)(C)NCC(O)c1ccc(O)c(CO)c1 (stereo unspecified) | -4%&11%[56.9 µM] | -3%&-1%&1%&-5%&-4% | -9%[22.9 µM]
31 | O=C(/C=C\c1ccc(O)c(O)c1)O[C@@H](Cc1ccc(O)c(O)c1)C(=O)O | 480%[activator][56.9 µM] | -4% | ?
32 | CC[C@]1(c2ncc[nH]2)Cc2ccccc2O1 | · | -6% | 215%[activator]
33 | O=c1ccn([C@@H]2O[C@H](COP(=O)(O)O)[C@@H](O)[C@H]2O)c(=O)[nH]1 | 38µM* | -1% | -1%
34 | OC[C@H]1O[C@@H](n2cnc3c(N[C@H]4C[C@H]5CC[C@@H]4C5)ncnc32)[C@H](O)[C@@H]1O | ? | -4% | 4%
35 | OC[C@H]1O[C@H](n2cnc3c(NC4CCCC4)nc(Cl)nc32)[C@@H](O)[C@@H]1O | i | 1% | 0%
36 | CC(C)C[C@H](NC(=O)[C@H](O)[C@H](N)Cc1ccccc1)C(=O)O | -18%[56.9 µM] | -3% | 1%
37 | Fc1ccc(C(c2ccc(F)cc2)N2CCN(CC=Cc3ccccc3)CC2)cc1 | ? | -2% | ?
38 | COc1ccccc1N1CCN(CCCCN2C(=O)CCC2=O)CC1 | 470%[activator][56.9 µM] | -4%&-3% | ?
39 | CN1CCc2cc3c(cc2[C@@H]1[C@@H]1C(=O)Oc2c1ccc1c2OCO1)OCO3 | i | -4% | 40%[activator]
40 | CC[C@@H](C)[C@H](NS(=O)(=O)c1cccc2ccccc12)C(=O)N[C@H](C=O)Cc1c[nH]c2ccccc12 | 320%[activator][56.9 µM] | -9% | ?
41 | NC1(C(=O)O)CCc2cc(C(=O)O)ccc21 (stereo unspecified) | 9%[56.9 µM] | -4%&2% | 1%
42 | O=C(Nc1nc2ccccc2n1CCN1CCOCC1)c1cccc([N+](=O)[O-])c1 | -11%[56.9 µM] | -5% | 10%[57.4 µM]
43 | COc1ccc(-c2nc(C(=O)N3CCN(C)CC3)sc2-c2ccc(OC)cc2)cc1 | · | -1%&-2% | ?
44 | O=C(O)CCc1cc(I)c(O)c(I)c1 | ? | -1% | 7%
45 | N[C@@H](C(=O)O)c1ccc(C(=O)O)cc1 | i | -3%&-1% | 0%&68%
46 | COc1ccc(NS(=O)(=O)c2ccc(I)cc2)cc1N1CCN(C)CC1 | -80%[56.9 µM] | -8%&-2% | 161%[activator]
47 | CCCCCCCC/C=C\CCCCCCCCOC[C@H](COP(=O)([O-])OCC[N+](C)(C)C)OC(C)=O | i | -3% | -12%[12.5 µM]
48 | O=C(O)CCC/C=C\C[C@@H]1CO[C@H](C(F)(F)F)O[C@@H]1c1ccccc1O | i | -5% | 0%

Full records, looked up by structure.
COc1ccc(-c2nc(C(=O)N3CCN(C)CC3)sc2-c2ccc(OC)cc2)cc1 as listed: RGS4 inh: ·; Glioma ERSR ind: -1%&-2%; ALOX12 inh: ?
O=C(O)CCc1cc(I)c(O)c(I)c1 as listed: RGS4 inh: ?; Glioma ERSR ind: -1%; ALOX12 inh: 7%

(more compounds)
no. | compound | RGS4 inh | Glioma ERSR ind | ALOX12 inh
49 | Cc1ccc(S(=O)(=O)/C=C\C#N)cc1 | · | -10% | 64%[activator]
50 | CN1CCN(CCc2ccc(Cl)c(Cl)c2)CC1 | ? | -2%&-2% | ?
51 | Cc1ccc(-c2nn(CC(C)(C)C)c3ncnc(N)c23)cc1 | 117%[activator][56.9 µM] | -3% | 199%[activator]
52 | COc1ccc2[nH]cc(CCNC(=O)C3CC3)c2c1 | i | -4% | -22%
53 | CCCCCCCCCCCCC/C=C/[C@@H](O)[C@H](CO)NCCCCCCCC | i | -6% | -5%[12.5 µM]
54 | OCCNCCCOc1cccc(Cl)c1Cl | -54%[56.9 µM] | 6% | 0%
55 | N#CC(C#N)=C(N)/C(C#N)=C/c1ccc2[nH]ccc2c1 | i | -2%&-2% | ?
56 | C[C@@H](CCCCC(=O)Nc1ccc(C(F)(F)F)cc1)NCCc1cnc[nH]1 | i | -2% | ?
57 | CC(C)=CC[C@@H](O)C1=CC(=O)c2c(O)ccc(O)c2C1=O | i | 1% | 2.2µM*
58 | CC[N+](C)(CC)CC(=O)Nc1c(C)cccc1C | i | -3% | 178%[activator]
59 | COc1c(C=O)c(O)cc2c1C(=O)c1ccccc1C2=O | · | 0%&-1% | ?
60 | CCCCCCCCCCCCC/C=C/[C@@H](O)[C@H](CO)NC(=O)CCCCCCC | i | -3% | -2%[12.5 µM]
61 | CCCCC[C@H](O)/C=C/C=C\CCCCCCCC(=O)O | ? | 0%&-1% | 6%[2.23 µM]
62 | CCCCCCC(=O)OC1CC(C)(C)NC(C)(C)C1 | -8%[56.9 µM] | -1%&-3%&-3% | 105%[activator]
63 | CC(=O)C(C)=O | -1%[56.9 µM] | -3% | 1%
64 | CC[N+]1(C)C2CCC1CC(OC(=O)[C@H]1CCC(C(=O)OC3CC4CCC(C3)[N+]4(C)CC)(c3ccccc3)c3ccccc31)C2 (stereo partly specified) | ? | -1% | 13%
65 | COc1ccc([N+](=O)[O-])c2c1CCN2C(=O)CC[C@H](N)C(=O)O | i | -4% | ?
66 | CC(C)(C)Cn1nc(-c2ccc(Cl)cc2)c2c(N)ncnc21 | i | -3% | 198%[activator]
67 | COc1ccc2c3c1OC1C[C@@H](O)C=C[C@@]31CCN(C)C2 (stereo partly specified) | i | -4%&-4% | ?
68 | NCCCCN | 5%[56.9 µM] | -5%&-5% | 1%
69 | CC/C=C\C/C=C\C/C=C\C/C=C\C/C=C\CCCCCC(=O)O | 21µM* | -1% | 0%[12.5 µM]
70 | N#Cc1ccccc1OC[C@H](O)CNCCNC(=O)Nc1ccccc1 | 195%[activator][56.9 µM] | -4% | 241%[activator]
71 | NC(C(=O)O)c1cc(O)c(Cl)c(O)c1 (stereo unspecified) | i | -3% | 8%
72 | CC(N)(COP(=O)(O)O)C(=O)O (stereo unspecified) | ? | 2% | -17%
73 | Cc1nc2ccc(NC(=O)Nc3ccnc4cccnc34)cc2o1 | i | -1% | 19%

Compounds shown so far that have sulfur (nine):
no. | compound | RGS4 inh | Glioma ERSR ind | ALOX12 inh
12 | CSCC[C@H](C=O)NC(=O)[C@H](CC(C)C)NC(=O)[C@H](CC(C)C)NC(C)=O | ? | 1% | 0%
16 | CC(=O)ON(C(C)=O)S(=O)(=O)c1ccc(Cl)cc1 | · | 3% | ?
22 | CSc1cc2c(cc1C(F)(F)F)N(C(=O)Nc1cccnc1)CC2 | 376%[activator][56.9 µM] | 4%&-5% | 0%
25 | C[C@](O)(C(=O)Nc1ccc(S(=O)(=O)c2ccccc2)cc1)C(F)(F)F | ? | -4% | ?
29 | C[C@]12CC[C@@H]3c4ccc(O)cc4C[C@@H](CCCCCCCCCS(=O)CCCC(F)(F)C(F)(F)F)[C@H]3[C@@H]1CC[C@@H]2O (stereo partly specified) | 22%[56.9 µM] | -2% | -18%[22.9 µM]
40 | CC[C@@H](C)[C@H](NS(=O)(=O)c1cccc2ccccc12)C(=O)N[C@H](C=O)Cc1c[nH]c2ccccc12 | 320%[activator][56.9 µM] | -9% | ?
43 | COc1ccc(-c2nc(C(=O)N3CCN(C)CC3)sc2-c2ccc(OC)cc2)cc1 | · | -1%&-2% | ?
46 | COc1ccc(NS(=O)(=O)c2ccc(I)cc2)cc1N1CCN(C)CC1 | -80%[56.9 µM] | -8%&-2% | 161%[activator]
49 | Cc1ccc(S(=O)(=O)/C=C\C#N)cc1 | · | -10% | 64%[activator]
